# West Nile virus CPE: West Nile virus antiviral activity, cell-based, CPE readout (AID 1621); 290,000 compounds, 0.02% hits; West Nile virus-infected cells, CPE inhibition; higher % means a stronger effect; CPE inhibition, % at 10 µM, or IC50 in µM where a hit was titrated; in the data active = a potency from the dose series; inconclusive = CPE inhibition mostly from about 3.7% at the one dose, without a potency; inactive = the rest, 99 in 100 with CPE inhibition below about 2.2%; also: strong numbers were not always called active
# Siah-1 displacement: Siah-1 peptide-binding antagonists, primary screen, biochemical, fluorescence polarization, rhodamine-plectin, uHTS (AID 1817); 290,000 compounds, 0.02% hits; Siah-1 / rhodamine-plectin peptide fluorescence polarization; higher % means a stronger effect; displacement, % at 20 µM; hits with a dose series show IC50 in µM;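 active = displacement of at least 50% at 20 µM, with a fluorescence ratio check between 0.3 and a set limit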;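 also: plate controls were Siah plus tracer with DMSO for no effect and tracer alone without Siah for full effect; strong numbers were not always called active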
# UTI89 phage lysis: inhibition of K1F phage lysis, E. coli UTI89, bacterial capsule biogenesis inhibitors, alamar blue (AID 488966). E. coli UTI89 K1F phage lysis, alamar blue, 2 h; higher % means a stronger effect. inhibition, % at 100 µM, or IC50 in µM where a hit was titrated. 340,000 compounds, 0.02% hits;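 active = phage lysis inhibition, versus mean bacterial control, above a set limit; inconclusive = no clear call, values can overlap the other calls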;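 also: capsule biogenesis inhibitors block K1F phage lysis so surviving cells raise fluorescence; higher fluorescence means more inhibition of phage lysis; actives were called in the ten point dose series up to 300 µM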
# MgcRacGAP inhibition: MgcRacGAP GTPase-activating activity inhibitors, confirmation, biochemical, ADP Hunter fluorescence. MgcRacGAP-stimulated Rac1 GTP hydrolysis, ADP Hunter fluorescence; higher % means a stronger effect; GST-tagged Rac1 F28L mutant substrate. inhibition, % at 30 µM; hits with a dose series show IC50 in µM. 340,000 compounds, 0.6% hits;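 active = first-screen hits whose inhibition reached a set limit at any dose in the follow-up dose series; inconclusive = inhibition above the set first-screen limit but never retested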;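 also: fluorescence reports GDP produced by GAP-driven GTP hydrolysis; strong numbers were not always called active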
# AID2073: inhibitors of Mint1-CaV2.2 protein interaction, biochemical, HTRF (AID 2073). HTRF protein-protein interaction, Mint1-CaV2.2; higher % means a stronger effect. inhibition, % at 20 µM; hits with a dose series show IC50 in µM. 290,000 compounds, 0.19% hits; in the data active = inhibition mostly above about 51%, no sharp cut-off; inconclusive = no clear call, values can overlap the other calls; inactive = mostly below about 53%; also: some results filed as inactive read as strong as hits
# NS5 inhibitors: flavivirus cap methylation enzyme inhibition – biochemical, confirmation dose response, primary screen (AID 588689); Dengue-2 NS5 methyltransferase capping enzyme assay, biochemical; higher % means a stronger effect; inhibition, % at 25 µM; hits with a dose series show IC50 in µM; 340,000 compounds, 0.3% hits; in the data active = a potency from the dose series; inconclusive = inhibition above about 29% without an active follow-up result
# SV40 large T antigen: SV40 large T antigen inhibitors, biochemical (AID 1903); inhibition, % at 20 µM; hits with a dose series show IC50 in µM; 310,000 compounds, 0.39% hits; SV40 large T antigen ATPase/helicase inhibition assay; higher % means a stronger effect; in the data active = a potency from the dose series; inconclusive = inhibition mostly from about 32% at the one dose, without a potency; inactive = the rest, 99 in 100 with inhibition below about 32%; also: strong numbers were not always called active
# NTR1 agonist: agonists of NTR1, primary screen, imaging, U2OS cells, beta-arrestin-GFP, high content (AID 493036). NTR1-U2OS beta-arrestin-GFP spot imaging, agonist mode. activation, % at 20 µM. 330,000 compounds, 0.17% hits;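 active = activation at or above 40% of the spot to cytoplasm intensity ratio, with at least 20 cells analyzed; inconclusive = wells under 20 cells, flagged as cytotoxic or low count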;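 also: 0% = DMSO without peptide and 100% = 100 nM NTR1 peptide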
# Target sequence (P30989 whole entry, looked up): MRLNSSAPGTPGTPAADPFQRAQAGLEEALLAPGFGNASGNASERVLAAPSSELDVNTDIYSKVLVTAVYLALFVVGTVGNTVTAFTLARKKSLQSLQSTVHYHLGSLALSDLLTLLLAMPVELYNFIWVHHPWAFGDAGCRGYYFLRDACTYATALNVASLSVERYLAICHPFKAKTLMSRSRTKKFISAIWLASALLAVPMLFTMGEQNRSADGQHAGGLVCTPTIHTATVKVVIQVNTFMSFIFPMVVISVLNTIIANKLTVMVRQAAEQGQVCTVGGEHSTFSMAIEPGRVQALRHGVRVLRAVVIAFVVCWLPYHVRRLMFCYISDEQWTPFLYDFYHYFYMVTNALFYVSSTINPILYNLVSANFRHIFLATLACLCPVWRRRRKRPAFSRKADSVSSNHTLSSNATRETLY
# RSV antiviral HEp-2: RSV antiviral activity via CPE protection, HEp-2 cells, primary 10 µM value included (AID 2391) | CPE inhibition, % at 10 µM; hits with a dose series show IC50 in µM | HEp-2 cells, RSV-induced CPE inhibition; higher % means a stronger effect | 310,000 compounds, 0.13% hits; in the data active = a potency from the dose series; inconclusive = CPE inhibition mostly from about 23% at the one dose, without a potency; inactive = the rest, 99 in 100 with CPE inhibition below about 21%; also: strong numbers were not always called active
# NTR1 agonist cell count 20 µM: second read-out of NTR1 agonist, no call of its own (marks repeat the call); cell count; measured here: cell count, cytotoxicity flag
# NS5 inhibitors pilot replicate: also measured in NS5 inhibitors; calls as there; inhibition, %; measured here: pilot screen replicate inhibition
# Active calls of the source: *; ? = inconclusive; · = no result given; & = joins results of further samples; [ ] = another dose, or the depositor's remark. These rows are one share of the data. The share of hits here may be higher or lower than overall.
SMILES,West Nile virus CPE,Siah-1 displacement,UTI89 phage lysis,MgcRacGAP inhibition,AID2073,NS5 inhibitors,SV40 large T antigen,NTR1 agonist,NTR1 agonist cell count 20 µM,RSV antiviral HEp-2,others
CCCCCCC(=O)c1c(O)n(-c2ccc(OC)cc2)c(=O)[nH]c1=O (tested in a mixture with another compound),0.3%,3%,-2.3%,-10%,?,-4%,15%,-1.0,53,·,
CCCNC(=O)N1[C@H]2CC[C@@H]1C(C(=O)OC)=C(c1ccccc1)C2,-0.6%,·,0.4%,7%,·,2%,18%,-6.5,91,1.2%,
c1ccc(CC2CCCCN2)cc1 (stereo not given),-0.9%,0%,-0.2%,10%,2%,·,2%,-0.9,53,0.9%,
O=C1NC(=O)N(c2ccc3c(c2)OCO3)C(=O)/C1=C/c1ccsc1,0.1%,6%,0.8%,-6%,21%,-47%,26%,1.2,37,4.2%,
O=c1c2ccccc2nc(SCC2CCCCO2)n1-c1ccccc1 (stereo not given),-0.9%,-1%,0.0%,2%,-9%,-1%,-3%,5.6,68,1.8%,
CCN1CCN(C(=O)COc2cc(=O)n(CC)c3ccccc23)CC1,1.4%,-1%,0.1%,2%,12%,-4%,11%,0.7,68,-0.9%,
O=C1NC(=O)N(Cc2ccco2)C(=O)/C1=C/c1ccc(-c2cccc([N+](=O)[O-])c2)o1,1.1%,32%,-0.1%,?,76%,?,?,58*,67*,1.4%,
O=[N+]([O-])c1cccc(CN2CCN(Cc3ccc(Cl)cc3)CC2)c1,-0.4%,4%,0.2%,29%,6%,·,12%,0.9,77,9.4%,
CCC(=NCC1CCCO1)c1c(O)n(Cc2ccccc2)c(=O)[nH]c1=O (stereo not given),-0.6%,-5%,0.3%,6%,13%,-9%,21%,-1.7,77,1.2%,NS5 inhibitors pilot replicate=-7.5
Cc1ccsc1C(=O)C1CCCN(Cc2cnn(C(C)C)c2)C1 (stereo not given),-0.3%,-5%,0.3%,2%,-2%,-8%,21%,-0.2,83,-0.7%,
COc1ccc(C2C([N+](=O)[O-])=C(N)Oc3c2c(=O)oc2ccccc32)cc1 (stereo not given),0.5%,7%,·,·,-8%,·,13%,-0.5,75,2.2%,
CC1=Nc2cc(C(=O)N3CCC4(CC3)OCCO4)ccc2Sc2ccc(Cl)cc21,-0.2%,-4%,0.0%,14%,-2%,0%,2%,-0.1,64,1.6%,
CS(=O)(=O)N1CCN(C(=N)N[N+](=O)[O-])CC1,-0.5%,-6%,0.2%,1%,-1%,0%,7%,1.8,30,1.1%,
CN1CCCC(C(O)(c2ccccc2)c2ccccc2)C1 (stereo not given),0.7%,-2%,-1.0%,6%,7%,-10%,8%,0.6,46,1.0%,
O=C1NC(=O)C(=Cc2csc3ccccc23)C(=O)N1,-0.1%,3%,0.3%,15%,47%,27µM*,60µM*,2.0,84,2.5%,

# Next part; it opens with the 3 that closed the last part.
SMILES,West Nile virus CPE,Siah-1 displacement,UTI89 phage lysis,MgcRacGAP inhibition,AID2073,NS5 inhibitors,SV40 large T antigen,NTR1 agonist,NTR1 agonist cell count 20 µM,RSV antiviral HEp-2,others
CS(=O)(=O)N1CCN(C(=N)N[N+](=O)[O-])CC1,-0.5%,-6%,0.2%,1%,-1%,0%,7%,1.8,30,1.1%,
CN1CCCC(C(O)(c2ccccc2)c2ccccc2)C1 (stereo not given),0.7%,-2%,-1.0%,6%,7%,-10%,8%,0.6,46,1.0%,
O=C1NC(=O)C(=Cc2csc3ccccc23)C(=O)N1,-0.1%,3%,0.3%,15%,47%,27µM*,60µM*,2.0,84,2.5%,
CCN1CCN(C(c2cccs2)C(C)NC(=O)Oc2ccccc2)CC1 (stereo not given),0.1%,-4%,-0.3%,14%,-8%,-4%,1%,-2.0,87,1.2%,
CCOc1ccccc1Oc1coc2cc(OC(=O)N(C)C)ccc2c1=O,-0.5%,1%,-0.2%,-1%,0%,3%,6%,-0.9,111,0.1%,
O=C1CCN(C(=O)CCCn2c(=O)oc3ccccc32)CC1,1.0%,3%,0.3%,9%,-3%,-4%,2%,-1.1,72,0.5%,
Cc1nc2cc(F)ccc2n1C1CCN(Cc2nnnn2CCc2ccccc2)CC1,-0.7%,7%,0.2%,8%,1%,3%,8%,-0.4,93,2.0%,
O=c1[nH]c(=O)n(-c2ccccc2)c(O)c1/C=C1/C(c2ccccc2)=Nc2ccccc21,-1.7%,2%,-9.3%,11%,45%,-1%,27%,3.7,39,7.7%,
COP(=O)(OC)C1(O)C(=O)Nc2ccc(Br)cc21 (stereo not given),0.6%,0%,5.6%,-4%,-1%,-2%,10%,0.7,47,3.5%,
CCC1(C)CN(S(=O)(=O)OCC(Cl)(Cl)Cl)C(=O)N1 (stereo not given),-0.8%,7%,-0.1%,9%,1%,4%,2%,-7.8,50,0.4%,
COc1ccc(N=Cc2c(O)n(C)c(=O)n(C)c2=O)cc1,0.3%,8%,0.3%,10%,6%,-1%,27%,-0.5,84,1.6%,
CCOC(=O)c1cc2c(cn1)[nH]c1ccccc12,0.2%,-2%,1.4%,9%,19%,4%,10%&9%,2.0,49,6.3%,
CCOC(=O)C(O)(c1ccc(N(CC)S(=O)(=O)c2ccc(C)cc2)cc1)C(F)(F)F (stereo not given),-0.1%,2%,1.1%,-5%,3%,-2%,5%,4.3,61,2.5%,
O=C(CF)NC(NC(=S)Nc1ccccc1O)C(Cl)(Cl)Cl (stereo not given),-0.6%,-4%,0.3%,0%,-2%,-2%,30%,-1.7,42,2.8%,
C=CCn1c(O)c(/C(C)=N/N2CCCCCC2)c(=O)[nH]c1=O,0.0%,-2%,0.9%,7%,-21%,8%,15%,-1.3,42,0.3%,
Cc1cccc(-c2nc3ccccc3c(=O)n2-n2cccc2)c1,-0.4%,-3%,0.3%,13%,10%,-6%,4%,0.3,46,-0.9%,
CC(=O)c1c(C)[nH]c(C(=O)N2CCC3(CC2)OCCO3)c1C,-0.3%,1%,1.6%,6%,0%,0%,12%,-2.3,51,2.7%,
COC(=O)C1=C(c2ccc(F)cc2OCc2ccccc2)C[C@@H]2CC[C@H]1N2C(=O)NCCOc1ccccc1,·,·,0.9%,13%,·,-3%,·,1.9,78,5.0%,
COCCNC(=O)CN1C(=O)CN=C(c2ccccc2)c2ccccc21,0.1%,-3%,0.2%,3%,1%,5%,13%,0.0,53,0.8%,
CCOC(=O)C1=Nc2ccccc2/C1=C\c1c(O)n(C)c(=O)n(C)c1=O,-0.1%,18%,-2.7%,17%,20%,-7%,25%,0.7,43,12%,
CC(=Nc1ccccc1N)c1c(O)n(C)c(=O)n(C)c1=O,-0.3%,-1%,0.3%,13%,12%,-8%,23%,-1.0,48,1.3%,
CCOc1ccc(-n2c(O)c(C=NCCCn3ccnc3)c(=O)[nH]c2=O)cc1,-0.5%,5%,0.6%,9%,-3%,-15%,-2%,-1.8,74,1.0%,
CN1CCN(c2c(C#N)c(C(F)(F)F)nn2C)CC1,-0.2%,-2%,0.1%,-1%,5%,-7%,1%,0.1,50,-0.8%,
O=C1Nc2ccccc2C(c2ccccc2)=NC1O (stereo not given),-0.3%,-1%,-0.1%,-3%,32%,-1%,6%,-0.4,81,0.1%,
CSc1ccc(CN2CCN(C(=O)COc3cccc(C)c3)CC2)cc1,-0.2%,3%,0.0%,12%,-5%,-7%,5%,-1.9,59,21%,
CC(C)(C)NS(=O)(=O)c1ccc(OCC(=O)N2CCN(Cc3ccccc3)CC2)cc1,-0.8%,9%,0.6%,4%,?,-2%,1%,-0.4,62,18%,
COC(=O)C1=C(c2ccc(C(C)=O)cc2)C[C@@H]2CC[C@H]1N2C(=O)NCc1ccc(F)cc1,·,·,1.5%,4%,·,-5%,·,0.0,56,0.2%,
CCCNC(=O)N1[C@H]2CC[C@@H]1C(C(=O)OC)=C(c1ccc(OC)c(OC)c1)C2,·,·,0.0%,9%,·,1%,·,0.2,66,-0.8%,
CC1(C)C2([N+](=O)[O-])CN3CN(C2)CC1([N+](=O)[O-])C3,-0.3%,0%,-1.0%,-2%,-7%,1%,6%,1.3,94,-1.5%,
COc1ccc(NP(=O)(Oc2ccccc2OC)Oc2ccccc2OC)cc1,-0.9%,11%,-0.2%,7%,0%,-5%,6%,0.7,81,-2.7%,
Cc1ccc(/C=C2\C(=O)NC(=O)N(Cc3ccccc3Cl)C2=O)o1,0.5%,6%,1.1%,18%,13%,-8%,-6%,0.3,79,2.5%,
O=C(c1ccc(F)c([N+](=O)[O-])c1)N1CC2CC(C1)c1cccc(=O)n1C2 (stereo not given),0.0%,0%,0.1%,2%,8%,-2%,0%,-1.0,81,-2.7%,
Cc1cc(C(=O)OCC(=O)Nc2ccccc2F)c(C)n1C1CC1,·,·,1.4%[50 µM],-5%,·,0%,·,-0.1,59,·,
OC(c1ccccc1)(c1ccccc1)c1ccncc1,-0.2%,4%,0.1%,11%,-2%,-7%,-20%,-0.6,68,-0.3%,
NC(=O)c1c(NC(=O)c2ccc(S(=O)(=O)N(CCCl)CCCl)cc2)sc2c1CCCCC2,0.6%,7%,0.5%,3%,?,-1%,5%,·,·,4.3%,
COc1ccc(CCNC2CCCCC2)cc1,-1.1%,4%,-0.2%,1%,6%,-12%,5%,0.2,42,-0.8%,
Cc1cc(/C=C2\C(=O)NC(=O)N(Cc3ccccc3)C2=O)c(C)n1C1CC1,-0.3%,4%,0.1%,12%,28%,14%,16%,0.8,79,2.4%,
CC1=CC(=O)OC2CC3OC4C[C@@H](C)C5OC6CC7O[C@]8(C)C/C=C\C9OC%10CC%11OC(CC(C)CO)CC(O)[C@]%11(C)OC%10CC9OC8C[C@]7(C)O[C@]6(C)CCC5OC4C[C@]3(C)OC12 (stereo not given in full),1.8%,7%,1.2%,4%,10%,-4%,5%,-0.4,95,-2.0%,
Cc1cc(C)cc(-n2c(C)cc(/C=C3\C(=O)NC(=O)N(C)C3=O)c2C)c1,0.8%,1%,2.8%,7%,18%,4%,10%,2.1,50,2.6%,
CN1CCN(c2c[nH]c(=O)[nH]c2=O)CC1,1.5%,-3%,-0.5%,4%,6%,-3%,8%,1.0,56,1.1%,
CN1CCN(c2nc([N+](=O)[O-])nn2C)CC1,0.7%,-4%,-6.8%,-3%,4%,4%,13%,0.2,47,0.2%,
COC(=O)COc1ccc(/C=C2\C(=O)NC(=S)N(c3ccc(C)cc3)C2=O)cc1OC,-0.3%,1%,0.3%,23%,-18%,-57%,20%,1.7,35,1.0%,
